# From PubChem
# GALR2 blocker – GALR2 antagonists in receptor-expressing cells, primary screen; hit rate 0.39% among 140,000; antagonist mode; AID 828, 2007; inhibition, % at 4 µM; in the data active = inhibition above about 27%;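 also: cells stimulated with galanin 1-16 at roughly its EC80; 0% = agonist challenge control and 100% = basal control without agonist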
# Target sequence (O43603 whole entry, looked up): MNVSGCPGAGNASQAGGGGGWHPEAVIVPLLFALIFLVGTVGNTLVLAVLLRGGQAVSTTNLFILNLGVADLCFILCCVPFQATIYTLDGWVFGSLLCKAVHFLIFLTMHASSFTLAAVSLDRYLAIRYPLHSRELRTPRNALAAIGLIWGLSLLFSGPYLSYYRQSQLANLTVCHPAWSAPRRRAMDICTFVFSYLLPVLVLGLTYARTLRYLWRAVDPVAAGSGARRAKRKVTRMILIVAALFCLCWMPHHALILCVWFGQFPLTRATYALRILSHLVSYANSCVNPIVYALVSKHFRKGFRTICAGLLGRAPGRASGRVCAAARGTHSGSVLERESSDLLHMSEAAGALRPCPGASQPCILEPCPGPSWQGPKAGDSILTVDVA
# BB579 growth dn – growth inhibitors of yeast BB579 in restrictive medium, primary screen, yeast lifespan-shortening project, S. cerevisiae; OD615, 48 h; inhibition, % at 10 µM; hit rate 0.51% among 140,000; AID 804, 2007;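 active = inhibition above a set limit, 3 SD over the mean compound inhibition, cut at about 44% in these data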; also: inactives centre near -24
#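 Detection: OD615 turbidity measurement; Material: Saccharomyces cerevisiae DeaD strain BB579, replicative lifespan model yeast; Timing: 48 h exposure, 30 °C; Doses: single 10 µM dose; Medium: CSMM-D restrictive synthetic medium containing dextrose (glucose); Controls: amphotericin B at 10 µg/mL as positive control.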
# MRP1 act – H69AR viability gain despite doxorubicin, primary screen, MRP-1 activator project, H69AR cells, CellTiter-Glo; viability rescue; viability increase, % at 10 µM; hit rate 0.61% among 140,000;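 active = viability gain under doxorubicin at or above a set limit, the compound median plus 3 SD, cut at about 4.7% in these data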;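 also: MRP-1 overexpressing cells given doxorubicin 25 µM after compound pretreatment; 18-22 h compound pretreatment then 72 h with doxorubicin before readout; 0% = doxorubicin-only wells and 100% = vehicle-treated cells without doxorubicin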
# PTEN del growth – growth suppression of PTEN-null HCT116, primary screen, cell-based, CellTiter-Glo; AID 827, 2007; HCT116 PTEN-null viability, 60 h; hits give low values; hit rate 1.2% among 140,000; viability, % at 10 µM;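 active = viability at or below a set limit, 4 SD under the median of all tested compounds, cut at about 3.7% in these data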;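 also: PTEN knockout HCT116 line with beta catenin targeted HCT116 as companion control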
# Phagocytosis inh – inhibitors of macrophage phagocytosis, primary screen, imaging, J774A.1 cells, IgG beads | J774A.1 macrophage IgG-bead phagocytosis | inhibition, % at 5 µM | hit rate 0.07% among 110,000;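 active = inhibition above the mean of the plate negative controls plus 5 SD, cut at about 13% in these data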;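 also: phagocytic index as fraction of beads internalized from green versus red external bead signal; plate controls were DMSO negative control for no effect and cytochalasin-D positive control for full effect; some results beyond the cut were filed as inactive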
# Yeast lifespan up – compounds extending yeast replicative lifespan, primary screen, S. cerevisiae, OD615; inhibition of the nicotinamide effect, % at 10 µM; S. cerevisiae growth with nicotinamide; deaD strain in restrictive glucose medium; hit rate 0.68% among 130,000;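 active = inhibition above a set limit, placed 3 SD over the median of all compounds, cut at about 26% in these data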;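 also: 0% = nicotinamide-treated wells and 100% = cells grown without nicotinamide; some compounds called inactive have numbers as strong as hits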
#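 Assay system: engineered S. cerevisiae DeaD replicative-lifespan strain, galactose-grown log-phase cells; medium: restrictive CSMM-D dextrose medium; also added: nicotinamide, 1.5 mM, co-present with compound; schedule: 48 h compound exposure at 30 °C, humidified; detection: absorbance at 615 nm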
# bCat KO growth – primary screen for growth suppressors in beta-catenin knockout HCT116 cells (colon tumor, human); HCT116 beta-catenin knockout viability, CellTiter-Glo, 60 h; hits give low values; viability, % at 10 µM; hit rate 1.5% among 140,000; AID 818, 2007;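 active = viability at or under a set limit, the compound median less 4 SD, cut at about 6% in these data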;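 also: 0% = Hyamine 1622 control at 20 µM and 100% = untreated cell control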
# NPY-Y2 antag – NPY-Y2 receptor antagonists, primary screen, cell-based. hit rate 0.99% among 140,000. NPY-Y2 expressing cells, antagonist mode. Neuropeptide Y receptor type 2 (Homo sapiens), P49146. inhibition, % at 2.7 µM; in the data active = inhibition above about 17%;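 also: 0% = vehicle with agonist challenge and 100% = reference antagonist with challenge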
# Target sequence (P49146 whole entry, looked up): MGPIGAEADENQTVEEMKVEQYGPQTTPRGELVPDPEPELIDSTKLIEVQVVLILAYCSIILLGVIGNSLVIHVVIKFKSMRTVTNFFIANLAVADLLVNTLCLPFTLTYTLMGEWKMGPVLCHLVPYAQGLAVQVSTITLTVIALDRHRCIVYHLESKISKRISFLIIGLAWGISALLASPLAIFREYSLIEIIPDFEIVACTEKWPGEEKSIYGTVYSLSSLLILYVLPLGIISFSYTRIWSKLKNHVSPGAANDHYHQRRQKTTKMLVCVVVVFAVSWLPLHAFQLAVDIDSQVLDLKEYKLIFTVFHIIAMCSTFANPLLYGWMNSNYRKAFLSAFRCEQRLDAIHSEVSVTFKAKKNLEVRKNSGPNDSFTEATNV
# E-sel TNF inh – E-selectin induction blockers in HUVEC – imaging, immunofluorescence, high content, primary screen | AID 1246, 2008 | inhibition, % at 2 µM | hit rate 0.71% among 120,000 | HUVEC TNFa-induced E-selectin immunofluorescence;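 active = inhibition above the batch mean plus 3 SD, and confirmed as a hit on visual image review, cut at about 43% in these data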;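 also: 0% = TNF-stimulated DMSO wells and 100% = unstimulated control wells; not every result past the cut was called active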
# Measles CPE – compounds protecting cells from measles virus cytopathic effect, primary screen, measles RdRp inhibitor project, single point, MLSMR library, absorbance. AID 841, 2007. protection (pct of control), % at 4 µM. Measles virus-infected cells, CPE protection. hit rate 1.5% among 140,000; in the data active = protection mostly above about 24%, no sharp cut-off; inactive = mostly below about 26%; also: some compounds called inactive have numbers as strong as hits
# * marks the source's active call; other numbers are inactive results; nt = not tested or not shown.
molecule,BB579 growth dn,GALR2 blocker,Yeast lifespan up,Measles CPE,Phagocytosis inh,E-sel TNF inh,bCat KO growth,MRP1 act,PTEN del growth,NPY-Y2 antag
O=C(NC1CCCC1)C(c1cccs1)N(C(=O)c1ccno1)c1ccccc1 (centres undefined),-68,-10,1,1,-1,4,78,-4.1,84,7
CCCNC(=S)Nc1ccc2nc(-c3ccccn3)c(-c3ccccn3)nc2c1,-41,9,-5,4,nt,22,96,-3.3,89,3
COc1ccc(OC)c(N=c2oc3cc(O)ccc3cc2C(N)=O)c1,-44,-7,10,8,-2,2,78,-6.3,84,5
CCOC(=O)c1c(C2CC2)csc1NC(=O)COC(=O)CCS(=O)(=O)c1ccc(C)cc1,-8,-17,2,4,-5,-3,82,-1.7,88,4
CC1(C)CC(=O)C(C=Nc2cccc(/N=C/C3=C(O)CC(C)(C)CC3=O)n2)=C(O)C1,-5,1,-8,8,0,-5,96,-3.2,88,4
CN(C1=C(N2CCCCC2)C(=O)c2ccccc2C1=O)c1ccccc1,-27,-18,-6,9,nt,7,69,-1.3,63,-14
O=C(CCN1C(=O)/C(=C/C=C/c2ccccc2)SC1=S)Nc1cccnc1,-9,-3,-6,8,nt,29,83,-0.4,86,-1
CCC(=O)NC(Nc1sc2c(c1C(=O)OC)CCN(C)C2)(C(F)(F)F)C(F)(F)F,-27,-10,nt,14,nt,5,88,-1.1,98,7
O=C(CSc1nc2ccccc2c(=O)n1-c1cccc(C(F)(F)F)c1)NC1CC1,-20,6,-14,4,0,15,89,-2.6,90,8
Cc1ccccc1N=C/C=C1/C=C(c2ccccc2)OC(C)(C)O1,-42,0,nt,30,nt,-21,81,-2.7,76,1
CCCCCCn1cnc2c(c1=O)c1nc3ccccc3nc1n2/N=C/c1ccco1,-58,-3,-10,12,1,nt,96,-1.9,96,5
COc1cc(C=O)ccc1OCc1ccccc1Br,-41,5,-3,5,-4,17,93,-0.4,92,4
Cc1cc(Nc2cc(C)on2)n2ncnc2n1,10,3,-13,4,-1,-12,88,-0.9,79,2
CCNC(=O)C(=O)NCC1OCCCN1S(=O)(=O)c1cccs1 (centres undefined),-16,-3,1,2,-1,nt,91,-0.1,97,1
O=C(CSCc1ccc([N+](=O)[O-])cc1)NCCSCc1ccccc1,-1,-11,-12,12,nt,25,72,-0.2,82,6
O=C(c1ccc([N+](=O)[O-])cc1)n1nc(-c2ccccc2)nc1NCc1ccc(F)cc1,-41,-10,-5,6,-6,22,75,2.2,77,0
CC(=O)c1cccc(N(CC(=O)O)S(C)(=O)=O)c1,-2,-9,0,6,0,-4,97,0.2,104,2
Cc1ccc(CNc2nc(-c3cccs3)nc3ccccc23)cc1,-14,-10,-10,41,-4,nt,70,0.0,74,3
O=C1CSC(=NC(=O)c2ccccc2)N1,-21,2,9,1,0,-34,90,6.2*,82,2
CCc1nnc(NS(=O)(=O)c2ccc(NC(=S)NC(=O)c3ccc(OC)cc3)cc2)s1,-31,-11,3,14,-6,17,100,-2.4,97,3
Cn1c(N2CCOCC2)nc2c1c(=O)n(Cc1ccc(Cl)c(Cl)c1)c(=O)n2C,-6,8,-12,27,1,18,77,-2.4,67,1
COCCNc1oc(-c2ccc(C)cc2)nc1C#N,-23,0,-24,3,-1,6,102,-0.1,92,2
CC(=O)c1ccc(NC(=S)N2CC(C)CC(C)C2)cc1 (centres undefined),-15,-11,0,27,-5,77*,93,-0.6,96,1
O=C1CCC(=O)N1c1nc2nc(-c3ccccc3)cc(-c3ccccc3)n2n1,-25,-5,-17,4,-1,5,117,-1.2,107,2
c1ccc(OCCSc2nnc3sc4ccccc4n23)cc1,0,12,-7,18,-2,8,96,-1.1,94,8
O=C(CCOc1ccccc1)Nc1cccc(S(=O)(=O)Nc2ccccc2Cl)c1,-5,0,6,8,-2,nt,88,2.2,87,2
O=C(CN(C(=O)Cn1nnc(-c2cccs2)n1)c1cnc2ccccc2c1)NCC1CCCO1 (centres undefined),-20,8,-7,28,-1,-17,88,-1.1,100,2
Nc1cccc2c1C(=O)N(C(=O)c1cccc(S(=O)(=O)N3CCCCCC3)c1)C2=O,-25,21,28,7,0,-16,93,-1.4,105,5
CCOc1ccc2nc(C)cc(C(=O)O)c2c1,-29,-7,-17,10,nt,9,108,0.0,99,4
COC(=O)CSc1nc2sc3c(c2c(=O)n1C1CCCCC1)CCN(C)C3,-11,-8,-15,5,1,-3,103,-1.2,106,3
N#Cc1nc(-c2ccccc2F)oc1NCCc1ccccn1,-42,nt,-21,18,-1,nt,105,-1.4,100,nt
Cc1ccc(-n2c(C)cc(/C=C3\NC(=O)NC3=O)c2C)c(C)c1,-35,-17,9,7,-4,19,85,-2.7,84,2
O=C(NCc1cccnc1)Nc1cccc(NC(=O)NCc2cccnc2)c1,-60,9,-7,5,90*,-27,95,-0.6,118,3
CCc1nn(C(C)C(=O)N2CCN(Cc3ccccc3)CC2)c(=O)c2cc3occc3n12 (centres undefined),-27,20,-6,25,-1,nt,76,-3.6,86,2
Cc1ccccc1/C(N)=N/OC(=O)/C=C/c1ccccc1,-6,-10,-16,12,-1,-14,84,-4.4,87,2
O=c1c2ccccc2nc2n1CCN2Cc1ccc(Cl)cc1,6,18,-20,9,0,10,23,-0.1,24,8
CC(NS(C)(=O)=O)C(c1cccs1)N1CCN(Cc2ccccc2)CC1 (centres undefined),-38,3,-9,31*,0,-30,101,0.2,105,1
O=C(c1ccccc1NS(=O)(=O)c1ccccc1[N+](=O)[O-])N1CCOCC1,-23,-2,-4,25,-6,-41,91,2.5,98,-1
COc1ccc2c(c1)CCc1c(C(=O)Nc3c(C)n(C)n(-c4ccccc4)c3=O)noc1-2,-41,6,-8,6,-6,nt,95,-0.8,95,6
Cc1ccc(-c2nc(N)n(C(=O)c3cccnc3)n2)cc1,-20,-18,-16,9,nt,3,88,-0.3,92,3
COCc1cc(=O)n2c(-c3ccccc3OC)n[nH]c2n1,10,7,-26,11,1,-13,107,-3.7,101,4
C=CCn1c(SCC(=O)Nc2ccc(C(=O)OCC)cc2)nnc1-c1sc(N)nc1C,-2,-5,-5,6,-3,-17,79,-2.2,88,1
CNc1cc(CSC)nc(SCc2ccc(Cl)c(Cl)c2)n1,-40,-10,-3,9,0,-17,81,-1.1,66,5
O=C1C2N=NN(CC(=O)N3N=C(c4cccc5ccccc45)CC3c3ccccc3)C2C(=O)N1c1ccccc1 (centres undefined),-23,2,nt,5,nt,1,71,-5.1,68,5
COCCCNC(=O)COc1ccc(Cl)c(C)c1,-11,4,-7,14,0,-26,92,-2.6,90,2
CCOc1cccc(-c2nnc3sc(-c4ccco4)nn23)c1,-27,1,nt,11,0,-9,100,-2.6,101,4
COc1ccc(COC(=O)N/N=C(\C)CC(=O)Nc2c(C)cc(C)cc2C)cc1,-33,1,-13,4,-4,-15,94,-3.4,89,2
Cc1cccc(C)c1NC(=O)c1ccc(-c2ccc(Cl)cc2Cl)o1,-40,4,-8,10,0,-5,83,0.3,75,10
C/C(=N\NC(=O)c1ccc(OC2CCCC2)cc1)c1ccc(C)s1,-77,-9,-10,8,0,21,86,-2.1,101,5
CCOC(=O)C(/C(C)=N/NC(=O)C1CC1c1ccccc1)C(C)C (centres undefined),25,-1,4,26,-2,nt,87,-1.9,94,3
Cc1cc(C)cc(NC(=O)c2ccc(S(=O)(=O)C(F)F)cc2)c1,-1,18,-4,12,1,nt,96,1.2,90,1
CSc1nc2nc(-c3ccccc3)cc(C(F)(F)F)n2n1,-34,15,-20,3,2,-22,71,-4.2,64,4
CCOC(=O)c1sc2nc3c(cc2c1N)C(=O)CC(C)(C)C3,-56,-4,2,9,1,11,89,1.3,96,-2
O=C(COC(=O)COc1ccccc1[N+](=O)[O-])NC1CCCC1,-4,-3,-1,13,-3,nt,94,-0.1,99,4
CCNc1nc(NCC)nc(-n2nc(C)cc2C)n1,-5,10,-11,6,nt,-41,95,1.3,89,-2
OCCN(Cc1ccccc1)CC1CCCCC1,-17,1,-7,6,1,8,99,-1.0,89,4
CCN(C(=O)CSc1nnc(-c2ccccc2Cl)n1C1CCCC1)C1CCS(=O)(=O)C1 (centres undefined),10,-7,-7,16,0,5,87,-0.2,76,-1
Cc1cccc(C)c1OCC(O)CNC(C)C (centres undefined),-50,3,1,12,0,5,102,0.1,100,5
CCc1c(C#N)c(SCCC(=O)Nc2cccc(OC)c2)nc2c1C(=O)CC(C)(C)C2,-40,10,-5,22,-1,-11,98,-3.8,84,0
COc1cccc(-n2nnnc2SCC(=O)NCCc2ccccc2)c1,-53,-1,-6,nt,-1,36,104,-0.6,99,8

# (cont.)
molecule,BB579 growth dn,GALR2 blocker,Yeast lifespan up,Measles CPE,Phagocytosis inh,E-sel TNF inh,bCat KO growth,MRP1 act,PTEN del growth,NPY-Y2 antag
c1ccc(CSCc2nc3ccccc3[nH]2)cc1,-18,-10,-2,9,nt,nt,90,-0.8,91,1
CCc1noc2c1/C(=N\O)CC(c1ccccc1)C2 (centres undefined),-40,14,-7,4,-2,-14,88,2.6,99,6
Cc1ccc(C2C(C#N)=C(N)Oc3c2oc(CO)cc3=O)o1 (centres undefined),-48,nt,nt,4,nt,nt,85,-2.8,94,nt
C=CCn1c(N)c(S(=O)(=O)c2cccs2)c2nc3ccccc3nc21,-34,2,-21,5,2,14,94,-2.7,104,3
O=C(c1ccc(Cl)c([N+](=O)[O-])c1)N(Cc1ccccc1)C1CCS(=O)(=O)C1 (centres undefined),1,10,-3,8,-10,nt,82,-3.6,90,4
COc1ccc(C=NC(CO)C(O)c2ccc([N+](=O)[O-])cc2)cc1 (centres undefined),-13,4,-6,3,1,10,86,-0.8,96,-1
O=C(/C=C/c1ccco1)Nc1ccc(Oc2ccccc2)cc1,5,-15,-15,1,nt,17,10,-1.7,17,7
O=c1c2c(nc3nc(CCc4ccccc4)[nH]n13)CCC2,-32,-6,2,3,-1,-21,97,-0.2,96,3
COc1ccc(-c2cc(C(=O)OC(C)C(=O)Nc3c(C)n(C)n(-c4ccccc4)c3=O)c3ccccc3n2)cc1 (centres undefined),-21,-18,-6,28,-13,nt,89,-3.4,84,-1
COc1ccc(-c2cn(-c3ccc(C)cc3)c(=O)n2CC(=O)Nc2cccc(F)c2)cc1,-54,-20,-20,4,-1,10,53,-2.0,50,-1
